hERG WT inh = qHTS for Inhibitors of KCHN2 3.1: Wildtype qHTS; Voltage-gated inwardly rectifying potassium channel KCNH2 (Homo sapiens), Q12809; U2OS, BacMam KCNH2, thallium flux FluxOr; hits give low values; activity change, % at 1.84 µM; hit rate 0.37% among 340,000;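 active = maximum activity change below -70%; inconclusive = maximum activity change between -70% and -50%; inactive = maximum activity change above -50%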; also: % is scaled to controls: 0 for no effect and ±100 for the full control effect
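U2OS cells transduced with wild-type KCNH2 virus are loaded with FluxOr dye for 45 min, and thallium flux is measured in kinetic reads before and after stimulation buffer. Rate constants are normalized to DMSO controls.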
Eya2 phos inh = qHTS Assay for Inhibitors of the Phosphatase Activity of Eya2 | Protein phosphatase EYA2 (Homo sapiens), O00167 | recombinant Eya2, OMFP fluorescence dephosphorylation (OMFP is methylfluorescein phosphate) | Potency, µM (top dose mostly 76.9 µM), without a hit: at the highest dose activity, negative = inhibition, usual class: inhibitors | hit rate 0.006% among 330,000; also: potency is read from the fitted curve at half-maximal effect; % is scaled to controls: 0 for no effect and ±100 for the full control effect
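Eya2 (0.2 uM) preincubated 10 min at ambient with compound, then OMFP substrate added at 50 uM; 10 min reaction in 50 mM HEPES pH 7.5, 50 mM NaCl, 5 uM MgCl2, 0.05% BSA, 1 mM DTT. Fluorescence read at Ex 485/Em 525 nm.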
Mito fusion yeast = qHTS Assay for Small Molecule Inhibitors of Mitochondrial Division or Activators of Mitochondrial Fusion; S. cerevisiae fusion-defective mutant growth rescue, CellTiterGlo 48 h; hit rate 0.23% among 320,000; Potency, µM (highest dose often 46.1 µM), for the others: at the highest dose growth rescue (activation), actives largely listed as activators; AID 485298, 2010;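 also: potency is read from the fitted curve at half-maximal effect; % of control where 0% means no effect; nearly all actives have a fitted effect of over 45% in size; temperature-sensitive fusion mutants such as fzo1-1 at 37 °C on non-fermentable ethanol glycerol medium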
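S. cerevisiae fusion-defective temperature-sensitive mutants (e.g. fzo1-1, mgm1-5) grown 48 h at 37C in YPEG (ethanol/glycerol non-fermentable) medium with 23 nl compound per well; growth rescue read as CellTiterGlo luminescence.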
GALK inhibitor = qHTS Assay for Inhibitors of Human Galactokinase (GALK). P51570. Purified GALK, Kinase-Glo residual ATP luminescence. Potency, µM (highest dose often 57.5 µM), for inactives: top-dose activity change, negative = inhibition, actives largely listed as inhibitors. hit rate 0.007% among 270,000. AID 1868, 2009; also: potency is read from the fitted curve at half-maximal effect; % is scaled to controls: 0 for no effect and ±100 for the full control effect
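Kinase-Glo Plus luminescence measured ATP left after a 1 h room-temperature reaction. The reaction used 5 nM GALK, 100 uM galactose and 35 uM ATP at pH 8.0 (20 mM HEPES, 5 mM MgCl2, 60 mM NaCl, 1 mM DTT, 0.01% BSA).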
MBNL1-CUG inh = qHTS Assay for Inhibitors of MBNL1-poly(CUG) RNA binding; Muscleblind-like protein 1 (Homo sapiens), Q9NR56; TR-FRET MBNL1-His/biotin-(CUG)12 binding, 665/545 ratio; Potency, µM (titrated, usually from 57.5 µM), for inactives: at the top dose activity change, negative = inhibition, actives largely listed as inhibitors; hit rate 0.036% among 280,000; AID 2675, 2010; active = well fitted inhibition curve with a large enough effect in the signal ratio, with a control signal flat, not every such curve was filed as active; inconclusive = small, poorly fitted or top-dose-only effect, or effect the other way, or a change in a side signal; inactive = no such curve, though single readings can be large or run the other way; the % refers to the signal ratio; also: potency is read from the fitted curve at half-maximal effect; % is scaled to controls: 0 for no effect and ±100 for the full control effect
Target sequence (Q9NR56 whole entry, looked up): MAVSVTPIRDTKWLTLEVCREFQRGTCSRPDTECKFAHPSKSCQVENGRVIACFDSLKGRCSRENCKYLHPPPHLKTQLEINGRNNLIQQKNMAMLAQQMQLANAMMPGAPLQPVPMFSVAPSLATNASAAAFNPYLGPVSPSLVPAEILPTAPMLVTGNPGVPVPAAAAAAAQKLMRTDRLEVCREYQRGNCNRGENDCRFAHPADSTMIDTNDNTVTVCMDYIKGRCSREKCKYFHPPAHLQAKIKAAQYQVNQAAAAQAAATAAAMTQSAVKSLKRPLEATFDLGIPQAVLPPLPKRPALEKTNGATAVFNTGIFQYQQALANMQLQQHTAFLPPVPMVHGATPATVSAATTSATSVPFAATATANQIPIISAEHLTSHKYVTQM
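TR-FRET between His-tagged MBNL1 and biotin-(CUG)12 RNA, detected with Tb anti-His antibody (0.055 ng/ul) and streptavidin-XL665 (5 nM), 60 min at room temperature. Compounds titrated 92 nM to 58 uM; 665/545 nm ratio normalized to buffer and complex controls.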
BCR signal inh = qHTS Assay to Find Inhibitors of Chronic Active B-Cell Receptor Signaling; ABC-DLBCL IkBa-CBG/CBR reporter, luminescence ratio, 4 h; Potency, µM (top dose mostly 46.1 µM), for the others: at the top dose ratio change, negative = lower green/red ratio, most hits filed as inhibitors; hit rate 0.05% among 340,000; AID 493014, 2011; active = well fitted inhibition curve with a large enough effect in the signal ratio, with a control signal flat, not every such curve was filed as active; inconclusive = small, poorly fitted or top-dose-only effect, or effect the other way, or a change in a side signal; the % refers to the signal ratio;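 also: potency is read from the fitted curve at half-maximal effect; plate controls were basal doxycycline-induced cells for no effect and cells given 10 µM MG132 for full effect; MG132 reads +100%, hits lower the ratio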
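Doxycycline induced both beetle luciferases in TMD8 lymphoma cells; IKK-driven degradation limits the IkappaBalpha-fused green signal, while red luminescence normalises for cell number and nonspecific effects. Compounds tested up to 46 uM, 4 hrs.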
S-ASM inh = Inhibitors of Secretory Acid Sphingomyelinase (S-ASM): qHTS; AID 504937, 2011; hit rate 0.006% among 340,000; Sphingomyelin phosphodiesterase (Homo sapiens), P17405; Potency, µM (series often up to 57.5 µM), for the others: top-dose activity change, negative = inhibition, hits mostly inhibitors; placental ASM, HMU-PC fluorogenic substrate, 60 min; also: potency is read from the fitted curve at half-maximal effect
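Human placenta-derived ASM enzyme was preincubated with compound for 10 minutes at room temperature, then given fluorogenic substrate HMU-PC0 (9 uM final) for 60 minutes at 37 °C; a pH 10 stop preceded fluorescence reading at Ex 386/Em 447 nm.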
USP2a block = qHTS Assay for Inhibitors of Ubiquitin-specific Protease USP2a Using CHOP2 as the Reporter; hit rate 0.01% among 330,000; Potency, µM (doses to about 38.3 µM), without a hit: at the top dose activity change, negative = inhibition, hits mostly inhibitors; USP2 core, Ub-CHOP2 coupled fluorogenic reporter, 485/531; Ubiquitin carboxyl-terminal hydrolase 2 (Homo sapiens), O75604;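 also: potency is read from the fitted curve at half-maximal effect; plate controls were DMSO wells for no effect and full inhibition by NEM control for full effect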
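Deubiquitinase activity read as fluorescence (485/531 nm) after Ub-CHOP2 cleavage activates the enterokinase reporter on its substrate; USP2 core 10nM, Ub-CHOP2 and substrate 25nM each, 30min compound preincubation then 60min RT; data normalized to NEM, curves fitted.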
Menin-MLL TR inh = qHTS Assay for Inhibitors Targeting the Menin-MLL Interaction in MLL Related Leukemias: Competition With Texas Red Labeled MLL-derived Mutant Peptide; O00255; Menin + Texas Red MLL mutant peptide, fluorescence polarization; Potency, µM (highest dose often 61.6 µM), without a hit: top-dose FP activity change, negative = inhibition, usual class: inhibitors; hit rate 0.23% among 270,000; active = well fitted inhibition curve with a large enough effect in the polarisation, with a control signal flat, not every such curve was filed as active; inconclusive = small, poorly fitted or top-dose-only effect, or effect the other way, or a change in a side signal; inactive = no such curve, though single readings can be large or run the other way; the % refers to the polarisation; also: potency is read from the fitted curve at half-maximal effect; % of control where 0% means no effect; many of its hits are not listed in these tables
TSHR antagonist = Antagonists of the Thyroid Stimulating Hormone Receptor: HTS campaign | activity change, negative = inhibition, % at 11.5 µM | Thyrotropin receptor (Homo sapiens), P16473 | hit rate 0.2% among 330,000 | TSHR-expressing cells, TSH-stimulated cAMP HTRF, 2 h; hits give low values;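 active = activity change below a set negative limit, meaning inhibition stronger than a set level, cut at about -70% in these data; inconclusive = activity change between two set negative limits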; also: % is scaled to controls: 0 for no effect and ±100 for the full control effect
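Antagonism was scored as loss of TSH-driven cAMP in TSHR cells, stimulated with 4nM TSH (EC80) for 2 hours at 37 deg C and detected by homogeneous HTRF competition immunoassay.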
PKM2 act = qHTS Assay for Activators of Human Muscle isoform 2 Pyruvate Kinase. hit rate 0.34% among 260,000. purified PKM2, Kinase-Glo ATP luminescence, activation; response scale: 0% is enzyme alone, no compound. Pyruvate kinase PKM (Homo sapiens), P14618. Potency, µM (top dose mostly 57.5 µM), for the others: top-dose activation, most hits filed as activators. AID 1631, 2009; also: potency is read from the fitted curve at half-maximal effect; % is scaled to controls: 0 for no effect and ±100 for the full control effect; nearly all actives have a fitted effect of over 55% in size
Target sequence (P14618 whole entry, looked up, canonical isoform): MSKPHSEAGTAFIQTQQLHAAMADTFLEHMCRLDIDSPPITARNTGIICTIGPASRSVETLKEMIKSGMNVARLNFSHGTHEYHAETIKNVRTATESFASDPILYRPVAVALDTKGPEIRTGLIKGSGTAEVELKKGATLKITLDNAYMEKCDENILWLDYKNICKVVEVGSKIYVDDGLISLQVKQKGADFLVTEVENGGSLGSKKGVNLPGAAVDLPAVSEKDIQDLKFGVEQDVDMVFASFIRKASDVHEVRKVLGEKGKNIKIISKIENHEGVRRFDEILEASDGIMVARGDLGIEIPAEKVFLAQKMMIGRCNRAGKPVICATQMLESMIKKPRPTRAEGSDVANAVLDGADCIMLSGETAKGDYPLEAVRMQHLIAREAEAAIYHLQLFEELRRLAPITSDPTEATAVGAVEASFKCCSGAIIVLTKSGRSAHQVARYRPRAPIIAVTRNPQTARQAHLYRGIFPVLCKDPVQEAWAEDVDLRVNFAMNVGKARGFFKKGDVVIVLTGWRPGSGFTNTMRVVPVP
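Purified hPK-M2 (>95% pure) converted ADP (0.1 mM final) to ATP with 0.5 mM PEP in 50 mM imidazole pH7.2, KCl, MgCl2, Tween 20, BSA; 1 h at room temperature. ATP detected by Kinase-Glo luminescence.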
The depositor's hits bear a star; ? = inconclusive; · = not tested or not shown; [ ] = another dose, or the depositor's remark. Unless noted, calls follow the shape of the dose curve; as a rule, active = well fitted curve in the direction sought with a large enough effect; inconclusive = small, poorly fitted or top-dose-only effect, or another doubt; inactive = no such curve, though single readings can be large; an effect the other way counts as inactive or inconclusive. A portion of the library (hit frequency here may not be typical).

SMILES | hERG WT inh | Eya2 phos inh | Mito fusion yeast | GALK inhibitor | MBNL1-CUG inh | BCR signal inh | S-ASM inh | USP2a block | Menin-MLL TR inh | TSHR antagonist | PKM2 act
CCCN1CCC(=O)N(CCOc2ccccc2)CC1 | · | -5.0% | 1.9% | · | -4.2% | 2.4% | 4.2% | 1.5% | -2.9% | 12.8 | 0.1%
COc1ccc2cc(C3(C)NC(=O)NC3=O)ccc2c1 (configuration not stated) | 3.8 | 4.3% | 0.9% | 11.1% | -3.3% | ? | -0.5% | -0.4% | 0.6% | -30.2 | -0.9%
CCCN(Cc1ccccc1)C(=S)Nc1ccc(C(C)=O)cc1 | -4.7 | 4.3% | -2.2% | 3.3% | 0.6% | 5.5% | 0.2% | 3.0% | 14.8% | 9.3 | 2.6%
C=CCNCC(=O)NN=C(c1ccccc1)c1ccccc1 | 4.2 | 8.9% | -1.3% | 0.3% | -0.1% | 0.1% | 1.3% | -0.9% | -4.4% | 2.3 | -2.3%
O=C(CCCN1C(=O)/C(=C/c2ccccc2OC(F)F)SC1=S)Nc1cccnc1 | -0.8 | -9.1% | · | · | · | ? | -14.0% | 0.3% | · | -19.0 | ·
COC(=O)CCC(=O)N1CCCC(CNS(=O)(=O)c2ccc(OC)cc2)C1 (configuration not stated) | -1.9 | -15.1% | -2.5% | 3.5% | -3.7% | ? | -1.0% | 0.4% | -12.9% | 23.7 | -0.1%
CCc1ccccc1NC(=O)C1C2C=CC(O2)C1C(=O)O (configuration not stated) | -1.0 | 5.5% | -3.2% | 0.1% | -2.9% | -12.3% | 0.6% | -2.1% | 9.8% | 0.7 | -2.6%
Cc1c(Cl)cccc1NC(=O)Cn1cnc(S(=O)(=O)N2CCCC2)c1 | 5.4 | -8.0% | -1.1% | -2.5% | -8.7% | -2.3% | 6.7% | 3.8% | · | -2.9 | ·
CC(C)CCNC(=O)NC(=O)COC(=O)CNC(=O)C1CCCCC1 | -3.9 | -3.6% | 1.7% | 3.9% | -15.3% | 5.9% | 1.8% | -0.5% | 0.9% | -1.4 | -5.5%
CCN(CC)CCOC(=O)c1ccc(NC(=O)/C=C/c2cccs2)cc1 | · | -3.8% | -8.4% | 0.0% | ? | ? | -4.2% | 4.1% | -0.7% | -0.6 | -0.6%
O=c1cc(CSc2ccccc2)nc(-c2ccccc2)[nH]1 | 0.2 | -17.4% | 6.2% | -0.5% | 0.0% | ? | 3.6% | -0.1% | 5.4% | -5.3 | -10.9%
CCOC(=O)c1cc(C(=O)c2cc(Br)ccc2O)coc1=N | 3.0 | 6.6% | -5.3% | -1.2% | -1.3% | 0.3% | 40.6%[activator] | -1.2% | 5.8% | -14.7 | 1.3%
S=C(c1ccccc1)N1CCN(C(=S)c2ccccc2)CC1 | -4.8 | -5.3% | -0.7% | · | -6.0% | -6.3% | 4.6% | 1.0% | 3.7% | 13.0 | -1.4%
CN(CC1COc2ccccc2O1)C(=O)c1cccc(S(=O)(=O)N2CCCC2)c1 (configuration not stated) | 10.7 | -2.1% | 2.5% | · | · | -8.4% | -0.6% | 0.0% | · | 19.8 | ·
C#CCn1cc(/C=N/Nc2nc3ccccc3[nH]2)c2ccccc21 | -10.9 | 0.7% | 9.8% | 0.1% | -6.8% | ? | -21.3% | 0.1% | ? | 16.7 | 15.7%
O=C(CN1CCN(S(=O)(=O)c2ccccc2)CC1)Nc1ccc(Cl)cn1 | 7.3 | 0.7% | 1.8% | -4.2% | -10.0% | ? | -0.1% | 1.9% | -16.4% | -10.3 | 0.2%[11.5 µM]
COc1cccc(/C=C2\SC(=S)N(CCC(=O)Nc3ccc(O)cc3)C2=O)c1 | -5.8 | -0.1% | 3.1% | -1.4% | 17.5% | ? | -0.3% | -2.3% | 35.8%[activator] | -0.2 | -0.3%
COc1cccc(C(C(=O)NCC2CCCO2)N(C(=O)Cn2nnc3ccccc32)c2ccc(NC(C)=O)cc2)c1OC (configuration not stated) | -10.4 | -9.3% | 0.9% | -0.4% | -10.3% | -5.5% | 1.3% | 3.8% | 1.8% | 14.2 | 1.0%
O=C(/C=C/c1ccc(Cl)cc1)N(Cc1cccs1)C1CCS(=O)(=O)C1 (configuration not stated) | 1.5 | -22.7% | 9.6% | 3.0% | ? | -3.5% | -5.8% | -5.7% | · | 10.1 | -10.9%
O=C(NNC(=O)c1cccs1)c1csc(N2CCOCC2)n1 | -11.1 | 17.2% | -0.9% | · | · | ? | -1.1% | -0.8% | · | 25.3 | ·
Cc1[nH][nH]c(=O)c1C(c1ccccc1[N+](=O)[O-])C(C#N)C#N (configuration not stated) | -7.8 | -2.0% | -8.3% | -2.4% | 18.4% | 9.0% | 35.6%[activator] | -0.2% | 13.9% | 4.4 | 21.4%
Cc1cc(C(=O)OCC(=O)Nc2ccc(S(=O)(=O)N3CCOCC3)cc2)c(C)o1 | 0.1 | 3.2% | 1.6% | 3.2% | -8.1% | -0.1% | -1.3% | -0.8% | 11.9% | 3.2 | -7.4%
CN(c1ccccc1)S(=O)(=O)c1nnc(NC(=O)C2CCCCC2)s1 | -8.7 | -4.7% | 5.4% | -1.5% | -8.5% | 2.1% | -0.1% | 0.9% | ? | -4.4 | ·
COc1cccc(N2CC(C(=O)Nc3nnc(SCC(=O)NCC4CCCO4)s3)CC2=O)c1 (configuration not stated) | -4.5 | 2.4% | -2.3% | 7.8% | 7.6% | 1.4% | -3.5% | 1.8% | · | 7.7 | -1.5%
O=C(NCc1ccc(F)cc1)c1ccc(CNc2c(N3CCOCC3)c(=O)c2=O)cc1 | -12.2 | ? | -2.6% | 2.7% | -4.3% | -2.9% | -1.5% | 1.1% | · | 0.9 | -2.3%
CCCC(=O)Nc1ccc(C(N)=O)cc1 | -5.1 | -10.9% | -3.7% | 4.1% | -9.4% | -5.1% | -4.2% | 0.3% | 4.9% | 4.8 | -28.0%
COc1ccccc1OCC(=O)N/N=C1\CCc2ccccc21 | 1.1 | -2.5% | -5.2% | 0.0% | 3.5% | ? | 0.1% | 0.7% | -6.7% | 1.0 | 0.4%
CCSc1nnc(-c2cc(Br)ccc2N=Cc2c(C)[nH]n(-c3ccccc3)c2=O)c(=O)[nH]1 | 1.9 | 12.5% | -0.5% | -3.6% | 16.1% | 17.1% | 0.3% | 0.7% | 13.4% | -16.0 | -2.0%
Cc1ccc(-c2noc(CSc3nnc(-c4ccncc4)n3-c3ccc(F)cc3)n2)cc1 | -6.5 | 7.1% | -1.5% | -1.2% | 2.8% | ? | -7.3% | 2.6% | ? | -3.4 | -1.1%
Cc1c(C(=O)N2CCOCC2)sc(NC(=O)c2ccccc2F)c1C#N | 1.2 | -3.7% | -0.2% | -0.1% | 3.1% | ? | 1.7% | 1.0% | 5.1% | -9.1 | ·
O=C(NCCS(=O)(=O)N1CCN(c2ccccc2)CC1)c1ccc2c(c1)OCO2 | 0.3 | 12.5% | -4.9% | · | · | -1.4% | -1.6% | -1.5% | · | -2.0 | ·
Cc1ccc(NC(=O)CCn2cccc2)cc1F | -1.2 | 8.6% | -0.3% | 0.0% | -0.5% | ? | -0.3% | 4.6% | 4.8% | -2.0 | 8.9%
CCS(=O)(=O)N1CCN(C(=O)COc2ccc(-c3ccccc3)cc2)CC1 | -2.5 | -5.6% | -7.0% | 2.2% | -7.6% | 6.7% | -6.6% | -0.2% | 1.1% | -8.3 | -3.5%

Bioassay records (PubChem BioAssay)
